Compound activity as filed in PubChem.
MEKK2 WT-MEK5: modulators of MEK5 binding to wildtype MEKK2, primary screen, biochemical, multiplex bead flow cytometry, Alexa488-MEK5; Alexa488-MEK5 binding to MEKK2 WT; actives lie on both sides; Mitogen-activated protein kinase kinase kinase 2 (Homo sapiens), Q9Y2U5; hit rate 1.1% among 290,000; AID 1531, 2009; binding response (% of control), % at 10 µM; in the data active = binding response below about 67% or above about 130%
DNA FID counter: compounds displacing fluorescent DNA intercalator, primary screen, artefact control for HCV NS3 helicase inhibitor project, biochemical, FID fluorescence. inhibition, % at 7.9 µM. hit rate 0.17% among 290,000. DNA fluorescent intercalator displacement; in the data active = inhibition above about 37%;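 also: 0% = vehicle and 100% = reference compound; higher means more ethidium bromide displaced from hairpin DNA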
GPR7 antagonist: GPR7 receptor antagonists, primary screen, cell-based, fluorescence, single concentration | Neuropeptides B/W receptor type 1 (Homo sapiens), P48145 | GPR7-expressing cells, fluorescence antagonist assay | inhibition, % at 4.4 µM | hit rate 1.1% among 290,000; in the data active = inhibition above about 16%, passing the limit was not always enough;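 also: cells stimulated with the agonist NPW; 0% = agonist with vehicle and 100% = vehicle without agonist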
Target sequence (P48145 whole entry, looked up): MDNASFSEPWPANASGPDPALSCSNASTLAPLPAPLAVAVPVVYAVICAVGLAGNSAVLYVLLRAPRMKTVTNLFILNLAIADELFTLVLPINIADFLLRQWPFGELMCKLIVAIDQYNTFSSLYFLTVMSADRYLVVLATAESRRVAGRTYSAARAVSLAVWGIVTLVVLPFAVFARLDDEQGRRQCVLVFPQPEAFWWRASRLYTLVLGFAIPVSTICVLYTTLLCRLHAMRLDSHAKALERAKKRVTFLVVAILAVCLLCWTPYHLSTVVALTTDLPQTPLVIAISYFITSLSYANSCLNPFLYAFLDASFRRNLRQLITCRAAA
PHOSPHO1 inh: PubChem AID 1565 | recombinant PHOSPHO1, absorbance phosphatase assay | hit rate 1.1% among 290,000 | inhibition, % at 13.3 µM | Phosphoethanolamine/phosphocholine phosphatase (Homo sapiens), Q8TCT1; in the data active = inhibition above about 60%
OXTR agonist: human OXTR agonists, primary screen, fluorescence, CHO-OTR cells, Fluo-8 calcium | Oxytocin receptor (Homo sapiens), P30559 | Fluo-8 calcium fluorescence; normalized: DMSO 0%, oxytocin 100% | activation, % at 3 µM | hit rate 0.32% among 320,000 | AID 2435, 2010;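 active = activation above the mean of all tested compounds plus 3 SD, cutoff set per screening run, cut at about 20% in these data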;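 also: peak over basal fluorescence ratio from a 100 s FLIPR kinetic read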
MEKK2 mut-MEK5: MEK5 binding signal on mutant MEKK2 PB1, primary screen, biochemical, multiplex bead flow cytometry, Alexa488-MEK5; Alexa488-MEK5 binding to MEKK2 mutant; percent response, % at 10 µM; hit rate 0.35% among 290,000; AID 1530, 2009; in the data active = percent response above about 24%, passing the limit was not always enough; also: inactives centre near 1; some results filed as inactive read as strong as hits; reference of the scale not given here
MEKK3 PB1 HTS: modulators of MEKK3-MEK5 PB1 binding, primary screen, biochemical, wildtype MEKK3, multiplex bead flow cytometry, Alexa488-MEK5. bead-based flow cytometry, Alexa488-MEK5 binding to MEKK3; actives lie on both sides; 0 = blocked by unlabeled MEK5, 100 = vehicle. Mitogen-activated protein kinase kinase kinase 3 (Homo sapiens), Q99759. binding response (% of control), % at 10 µM. hit rate 1.4% among 290,000;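 active = binding response more than 3 SD above or below the average of its plate-row segment, actives on both sides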;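 also: Alexa488 bead fluorescence after subtracting the streptavidin-only scavenger bead signal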
Target sequence (Q99759 whole entry, looked up): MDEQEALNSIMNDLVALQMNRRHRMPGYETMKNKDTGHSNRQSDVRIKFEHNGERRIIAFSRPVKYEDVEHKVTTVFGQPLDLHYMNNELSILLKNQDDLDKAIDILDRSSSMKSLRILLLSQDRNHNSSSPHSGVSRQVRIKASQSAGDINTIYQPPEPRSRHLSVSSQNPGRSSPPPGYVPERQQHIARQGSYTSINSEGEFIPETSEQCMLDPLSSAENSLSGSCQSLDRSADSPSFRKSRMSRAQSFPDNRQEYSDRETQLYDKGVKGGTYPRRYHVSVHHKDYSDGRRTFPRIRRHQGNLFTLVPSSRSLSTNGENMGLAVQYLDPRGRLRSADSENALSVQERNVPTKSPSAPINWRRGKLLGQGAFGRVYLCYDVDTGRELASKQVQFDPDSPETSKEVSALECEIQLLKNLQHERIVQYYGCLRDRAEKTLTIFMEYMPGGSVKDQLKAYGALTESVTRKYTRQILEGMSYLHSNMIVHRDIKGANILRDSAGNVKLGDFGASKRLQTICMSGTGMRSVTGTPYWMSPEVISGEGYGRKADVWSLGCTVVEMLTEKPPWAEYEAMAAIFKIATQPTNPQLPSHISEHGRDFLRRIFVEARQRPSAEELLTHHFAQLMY
NALP1 yeast inh: NALP1 inflammasome inhibitors in reconstituted yeast, colorimetric, S. cerevisiae, triplicate retest; S. cerevisiae NALP1/ASC/caspase-1 growth, X-gal OD620, 72 h; inhibition, % at 10 µM; hit rate 0.61% among 280,000; in the data active = inhibition mostly above about 24%, no sharp cut-off; inactive = mostly below about 32%; also: some compounds called inactive have numbers as strong as hits
PfM18AAP inh: PfM18AAP inhibitors, malaria aminopeptidase, primary screen, biochemical, QFRET, recombinant enzyme | AID 1822, 2009 | M18 aspartyl aminopeptidase (Plasmodium falciparum 3D7) | H-Glu-NHMec fluorogenic cleavage | inhibition, % at 7.35 µM | hit rate 1.2% among 290,000;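 active = inhibition above the campaign mean inhibition over all tested compounds plus 3 SD, cut at about 28% in these data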;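 also: 0% = plate median of test compound wells and 100% = 2 mM ZnCl2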
Numbers without * were called inactive; . = no result given. This is a subset; count on the stated rates, not on these rows.

Structure,GPR7 antagonist,MEKK2 mut-MEK5,MEKK2 WT-MEK5,DNA FID counter,MEKK3 PB1 HTS,OXTR agonist,NALP1 yeast inh,PHOSPHO1 inh,PfM18AAP inh
Cc1cc(C)nc(-n2c(C)nc3cc(Cl)ccc3c2=O)c1,0,12,104,-4,105,-1.7,8,0,-4
COc1ccccc1N=C1SCCCN1C,15,7,105,-4,104,0.1,-1,86*,-3
COc1ccccc1CN1CCCC(C(=O)c2ccccc2SC)C1 (stereo not drawn),3,10,107,7,104,0.9,2,27,-17
Cc1nc2ccccc2c(=O)n1-c1ccc(F)cc1,4,3,103,-6,104,0.1,4,-1,-7
CC(=O)N1CCN(Cc2ccc(Cl)nc2)CC1,9,-7,101,-1,103,0.5,23,20,-5
C[N+]12CCC(CC1)C(C(O)(c1cccc(Cl)c1)c1cccc(Cl)c1)C2 (stereo not drawn),3,-10,99,30,93,-1.2,28,-49,-1
CCN1CCN(S(=O)(=O)c2cnc(Cl)c(Br)c2)CC1,-1,6,109,-1,100,-0.8,22,-5,-4
CCSc1cc(C2C(C#N)=C(N)Oc3n[nH]c(C)c32)c(C)o1 (stereo not drawn),-1,6,99,0,97,1.3,-1,12,9
CCC(=NCc1cccnc1)c1c(O)n(-c2ccccc2C)c(=O)[nH]c1=O,-4,-9,102,-3,95,0.6,21,20,-7
O=C(O)CC1OCC=C2CN3CCC45C6=CC(=O)C(=O)C([N+](=O)[O-])=C6NC4C1C2CC35 (stereo not drawn),-8,-4,99,-2,95,4.3,-2,37,24
Cc1cc(N2CCNCC2)nc2ccccc12,-18,2,105,4,102,0.2,-5,-12,5
Cc1nc2sccc2c(=O)n1-c1ccccc1Cl,-7,3,105,-6,104,-1.0,3,-11,4
CCn1cc(C(=O)N2CCOCC2)c2ccccc21,-13,-5,93,-3,103,-1.7,21,-4,5
Cc1ccc(-c2nc3ccccc3c(=O)n2-c2ccc(Br)cn2)cc1,-21,-2,98,-21,101,-2.3,-12,69*,1
C/C(=N\N1CCCCCC1)c1c(O)n(-c2ccccc2)c(=O)[nH]c1=O,-10,-1,95,-24,98,-0.2,23,-23,5
CCOP(=O)(OCC)/C(C#N)=C/c1ccc(Br)cc1,10,9,89,-12,91,0.1,18,-2,9
Cc1cc(N2C(=O)C3CCCN3C2c2cccc(Cl)c2)no1 (stereo not drawn),-14,-6,98,-2,102,-1.0,16,-2,6
O=C(c1ccc(F)cc1)N1CCC2(CC1)OCCO2,-14,5,110,0,105,0.8,25,30,-4
CCOc1ccc(NC(=O)c2ccc(NC(=O)COC(=O)Cc3ccccc3)cc2)cc1,-3,-1,107,-6,99,0.9,22,3,-7
Cc1cc(C)cc(N2C(=O)NC(=O)/C(=C\c3cc(C)n(C)c3C)C2=O)c1,-3,-1,98,-6,104,-0.2,11,35,-18
C=CCN1C(=O)/C(=C/c2ccc(Br)s2)C(=O)NC1=S,-10,2,93,-11,100,3.0,11,-2,13
N=C1c2ccccc2CN1NC(=O)c1ccc(F)cc1,-6,6,102,2,104,0.0,9,26,-7
COC(=O)[C@@H]1C[C@H]1[C@@H](NP(=O)(c1ccccc1)c1ccccc1)c1ccccc1,-2,-3,96,-32,99,-0.4,14,8,-6
CC(=O)c1cn(Cc2ccc(F)cc2)c2ccccc12,-2,3,98,-18,99,4.0,26,29,6
CC(=O)N(C)CC#CCN1CCC(O)CC1,.,-2,98,.,101,0.1,.,.,.
CN[C@@H](C)[C@@H](O)c1ccccc1,-16,5,102,3,98,0.0,-1,36,6
Cc1c(N=Cc2c(O)n(Cc3ccc(F)cc3)c(=O)[nH]c2=O)c(=O)n(-c2ccccc2)n1C,0,-7,87,-21,89,0.0,3,0,-1
CCOc1ccc(CN(CCCl)CCCl)cc1C(=O)OC,-4,4,114,6,111,0.7,3,-10,-5
COc1ccccc1[As](=O)(O)CC(O)COc1ccc(Cl)cc1Cl (stereo not drawn),-13,-7,98,-27,89,1.0,10,34,-2
O=C1NC(=S)N(C2CC2)C(=O)/C1=C/c1ccc2c(c1)CCN2CCCCl,-12,8,104,-13,94,-0.6,25,-12,12
Cc1oc(-c2ccc(F)cc2F)nc1CN1C[C@@H]2C[C@@H](C1)c1cccc(=O)n1C2,-4,1,100,-26,100,-2.4,-5,28,1
CCN1C(=O)/C(=C\c2ccc([N+](=O)[O-])s2)C(=O)NC1=S,-17,-3,96,-11,102,.,-3,28,17

3 structures out of the list, arranged by count of non-hydrogen atoms, low to high.
Structure,GPR7 antagonist,MEKK2 mut-MEK5,MEKK2 WT-MEK5,DNA FID counter,MEKK3 PB1 HTS,OXTR agonist,NALP1 yeast inh,PHOSPHO1 inh,PfM18AAP inh
CC(=O)N(C)CC#CCN1CCC(O)CC1,.,-2,98,.,101,0.1,.,.,.
CCN1C(=O)/C(=C\c2ccc([N+](=O)[O-])s2)C(=O)NC1=S,-17,-3,96,-11,102,.,-3,28,17
Cc1c(N=Cc2c(O)n(Cc3ccc(F)cc3)c(=O)[nH]c2=O)c(=O)n(-c2ccccc2)n1C,0,-7,87,-21,89,0.0,3,0,-1

More entries follow:
Structure,GPR7 antagonist,MEKK2 mut-MEK5,MEKK2 WT-MEK5,DNA FID counter,MEKK3 PB1 HTS,OXTR agonist,NALP1 yeast inh,PHOSPHO1 inh,PfM18AAP inh
CC1(C)COC(Nc2cccc(Cl)c2)=N1,2,-1,95,-1,100,-0.3,28,3,-8
C=CCN1C(=O)NC(=O)/C(=C/c2ccoc2)C1=O,0,-6,94,-3,90,9.2,20,7,4
CCN(CC)C(=O)Oc1ccc(NC(=O)N2CCOCC2)cc1,3,3,102,-11,101,-0.4,15,41,-9
CC(=O)Nc1ccc(S(=O)(=O)NC(CC(=O)N2CCC3(CC2)OCCO3)C(C)C)cc1 (stereo not drawn),-10,13,107,-4,105,-0.5,0,10,3
COc1ccc(N/N=C/c2c(O)n(-c3cccc(C)c3)c(=O)[nH]c2=O)cc1,-13,-9,93,-7,97,0.7,-8,8,8
Cc1cc(C)n2c(Br)c(CN3CC4CC(C3)c3cccc(=O)n3C4)nc2n1 (stereo not drawn),-1,15,104,-18,113,-0.5,24,1,-1
c1nc2nc3c(c(N4CCNCC4)n2n1)CCCC3,-14,4,110,-6,105,-0.1,.,45,-1
O=C(/C=C/c1ccccc1)NCCc1cnc[nH]1,-5,4,95,2,96,-0.3,2,12,3
CCOc1ccccc1N1C(=O)CC(=O)NC1=O,23,-4,100,2,100,1.4,17,26,6
CCN(CC)C(=O)c1ccc(NC(=O)Nc2ccccc2F)cc1,-7,4,111,-12,110,-1.4,-5,7,-1
CCOP(=O)(Oc1ccccc1)c1c([N+](=O)[O-])cc(C(F)(F)F)cc1[N+](=O)[O-] (stereo not drawn),-7,5,107,3,106,-0.5,14,20,-5
Cn1cc(C(=O)c2ccccc2)c2ccccc21,-7,0,103,-6,98,-1.6,25,-7,-8
Nc1ccccc1C(=O)OC1CSC1,5,0,100,3,99,-0.8,0,-3,-5
Nc1cc(C(=O)Nc2ccc(Cl)cc2)ccc1N1CC2CC(C1)c1cccc(=O)n1C2 (stereo not drawn),-5,2,108,-52,101,0.8,7,42,15
COc1cc(OC)c(OC)cc1CNCCc1ccc(OC)c(OC)c1,-1,6,113,8,111,0.1,-3,-8,2
CN(C)P1(N(C)C)=NC(C(F)(F)F)=NC(C(F)(F)F)=N1,-11,-1,102,7,104,0.9,26,-12,-1
COc1cccc(N2C(=O)NC(=O)C3(Cc4cc(C)ccc4N(C)C3)C2=O)c1 (stereo not drawn),-13,3,109,-17,108,0.5,-14,1,-4
CCOP(=O)(OCC)C(NC(=O)c1cccc(C)c1)C(Cl)(Cl)Cl (stereo not drawn),9,-23,83,-6,79,-0.6,28,47,-4
CN(C)CCNC(=O)c1cccn(Cc2cc(C(F)(F)F)cc(C(F)(F)F)c2)c1=O,-8,-10,78,16,77,2.1,-10,-29,1
Cc1ccc2cc(C=C(C#N)C#N)c(Cl)nc2c1,-7,-1,96,-1,98,2.1,22,1,-1
CC(C)CCn1c(N)c(C(=O)NCc2cccs2)c2nc3ccccc3nc21,-17,9,120,-7,104,0.8,14,6,8
COC(=O)C1=C(c2cc3ccccc3o2)C[C@@H]2CC[C@H]1N2C(=O)NCc1cccc2ccccc12,.,0,93,.,101,-1.1,.,.,.
CCC(=NCCN1CCOCC1)c1c(O)n(-c2ccccc2C)c(=O)[nH]c1=O,7,5,117,-2,110,-0.3,11,9,5
O=C(NCCCN1CCOCC1)C(Cl)(Cl)Cl,-4,-1,95,1,90,1.5,35,8,-7
CC1CC2(O)c3nonc3CCC2N1O (stereo not drawn),0,1,89,1,78,1.1,-4,-7,13
CCOc1cc2c(cc1OCC)-n1cccc1C(c1ccc(F)cc1)NC2 (stereo not drawn),-1,9,118,14,103,6.0,-55,20,-2
O=c1[nH]c(=O)n(-c2ccc(Br)cc2)c(O)c1C=NC(CO)(CO)CO,-13,2,97,-1,100,0.3,.,14,-6
COC(=O)CN1C(=O)CN=C(c2ccccc2Cl)c2cc(Br)ccc21,-8,6,99,-31,99,-1.7,-8,55,6
O=c1[nH]c(=S)[nH]c(O)c1/C=C1/C=c2ccccc2=N1,-7,3,103,-1,105,2.0,5,30,44*
CNCCc1c[nH]c2ccc(O)cc12,.,5,117,.,114,0.2,.,.,.
Cc1[nH]c2ccc(OCc3ccccc3)cc2c1CCN,3,18,162*,19,110,4.0,6,-23,-1
CCC1(OC(=O)c2ccccc2)CC(C)N(C)CC1C (stereo not drawn),-3,1,109,2,101,0.5,15,.,-1
O=[N+]([O-])c1ccc(N2CCNCC2)cc1N1CCCCCC1,1,2,111,12,93,4.3,8,18,-1
c1ccc2c(CN3CCOCC3)c[nH]c2c1,-13,2,106,-4,106,0.3,5,34,-3
O=C1CC(=O)N(c2ccccc2)C(=O)N1c1ccccc1,-4,10,114,-31,109,0.3,11,45,4
CN1CCCN(C(=O)COc2ccc(Br)cc2)CC1,-6,2,105,8,101,0.4,15,.,3
CCOc1ccc(C(C)=O)cc1Cc1c(O)[nH]c(=S)[nH]c1=O,8,0,99,-1,101,.,15,-127,2
CCCOP(=O)(OCCC)C(NC(=O)c1cc(OC)c(OC)c(OC)c1)c1ccccc1 (stereo not drawn),-9,-1,103,-24,107,0.5,15,-14,0
Cn1c(=O)cc(OCC(=O)N2CCC3(CC2)OCCO3)c2ccccc21,-7,-2,101,-4,102,-0.9,7,-10,-1
CCC(Oc1cc(Cl)ccc1Cl)C(=O)N1CCC2(CC1)OCCO2 (stereo not drawn),-6,2,98,-35,99,-1.3,4,4,4
CN(C=O)CP(=O)(O)CN(C)C=O,-8,-8,98,-14,90,0.5,29,23,1
C[N+]12CN3CN(CN(C3)C1)C2,-11,2,103,-4,102,1.1,16,-34,-6
Cc1cccc(N2C(=O)NC(=O)/C(=C/c3ccc([N+](=O)[O-])o3)C2=O)c1,-10,0,95,-17,97,2.3,48*,33,11
